Compound activity: PubChem BioAssay, National Center for Advancing Translational Sciences (NCATS)
ELG1 repair inh: blocks ELG1-dependent DNA repair in HEK293T cells; HEK293T ELG1-luciferase reporter, luminescence, 16 h; DNA damage induced by 5-fluorouridine; Potency, µM (top dose mostly 46.1 µM), without a hit: top-dose activity change, negative = inhibition, usual class: inhibitors; 330,000 compounds, 2.3% hits; AID 504467; further: potency means the concentration at half of the fitted maximal effect; on the % scale 0 is the no-effect control and ±100 the full control effect; nearly all actives have a fitted effect of over 55% in size
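Reporter activity after DNA damage by 5-fluorouridine is monitored. Compound-treated cells incubate 16 hr at 37 °C, then ONE-Glo is added for 30 min before luminescence reading.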
PTAP TSG101 blk: blocks PTAP/TSG101 interaction to inhibit HIV-1 budding; Q99816; Fluorescence polarization, FITC-PTAP peptide / Tsg101 binding; Potency, µM (highest dose often 115 µM), for inactives: at the highest dose activity change, negative = inhibition, most hits filed as inhibitors; 340,000 tested, under 10 active; AID 493005; active means well fitted inhibition curve with a large enough effect in the main read-out, with a control signal flat, not every such curve was filed as active; inconclusive means small, poorly fitted or top-dose-only effect, or effect the other way, or a change in a side signal; inactive means no such curve, though single readings can be large or run the other way; further: potency means the concentration at half of the fitted maximal effect; % of control where 0% means no effect
Target sequence (Q99816 whole entry, looked up): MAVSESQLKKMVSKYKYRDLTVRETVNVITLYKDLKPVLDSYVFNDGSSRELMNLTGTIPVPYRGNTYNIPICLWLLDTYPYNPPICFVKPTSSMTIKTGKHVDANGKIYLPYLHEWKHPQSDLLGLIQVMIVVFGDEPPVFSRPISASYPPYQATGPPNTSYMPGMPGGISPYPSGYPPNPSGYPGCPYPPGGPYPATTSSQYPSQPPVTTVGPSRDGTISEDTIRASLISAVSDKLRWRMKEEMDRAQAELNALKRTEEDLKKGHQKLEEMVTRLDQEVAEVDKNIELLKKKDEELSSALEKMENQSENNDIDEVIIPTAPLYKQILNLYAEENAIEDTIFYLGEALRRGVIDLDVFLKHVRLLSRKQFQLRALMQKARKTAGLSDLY
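Steps: Tsg101 binding domain dispensed (10 uM final), compounds pinned in DMSO, FITC-labeled PTAP-motif peptide added (50 nM final); after 20 min binding at room temperature, polarization measured.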
MLL CXXC-DNA inh: blocks binding of human MLL CXXC domain to DNA. Q03164. MLL-CXXC / FITC-HOXA9 DNA fluorescence polarization. Potency, µM (top dose mostly 115 µM), for inactives: top-dose activity change, negative = inhibition, most hits filed as inhibitors. 290,000 compounds, 0.037% hits. AID 2662; active means well fitted inhibition curve with a large enough effect in the polarisation, with a control signal flat, not every such curve was filed as active; inconclusive means small, poorly fitted or top-dose-only effect, or effect the other way, or a change in a side signal; inactive means no such curve, though single readings can be large or run the other way; the % refers to the polarisation; further: potency means the concentration at half of the fitted maximal effect
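Purified MLL-CXXC (added from a 7 uM solution) was preincubated 5 min at ambient with pinned compounds in 50 mM Tris-HCl pH 7.5, 50 mM NaCl, 1 mM DTT, 0.05% BSA. Fluorescein-labeled HOX-A9 DNA (50 nM solution) followed, 30 min, then polarization read.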
A-T KAP1 phos: candidate therapy for ataxia-telangiectasia; AID 485349; 320,000 compounds, 0.19% hits; Potency, µM (highest dose often 57.5 µM), inactives show at the top dose activation, usual class: activators; […] A-T fibroblasts, KAP-1 phosphorylation AlphaLISA; neocarzinostatin DNA damage 30 min before lysis; further: potency means the concentration at half of the fitted maximal effect; % of control where 0% means no effect; nearly all actives have a fitted effect of over 45% in size
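ATM-like activity read as KAP-1 phosphorylation via AlphaLISA donor/acceptor antibody pairs after lysis and 6 hr at 25C. Cells were ATM-null patient fibroblasts ([…], hTERT), dosed 60 min, then exposed to the DSB inducer NCS for 30 min.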
p53 reactivator: restores transcriptional activity of mutant p53 | H1299 p53-A138V BP100-luciferase reporter, luminescence, 24 h | Potency, µM (top dose mostly 92.2 µM), for inactives: at the top dose activity change, positive = activation, hits mostly activators | 320,000 compounds, 0.063% hits | AID 504706; further: potency means the concentration at half of the fitted maximal effect; % of control where 0% means no effect; nearly all actives have a fitted effect of over 45% in size
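p53-null H1299 cells stably carrying temperature-sensitive p53-A138V and a BP100-luciferase reporter were pinned with compounds (4-point, 1:5 series) and held 24 hrs at 37 deg C. Luminescence was read 10 min after detection reagent.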
BRCA1 expr act: activators of BRCA1 expression; MCF7-BRCA1-FFLuc reporter, luminescence, 48 h; response scale: scaled: vehicle 0%, 10 µM genistein 100%; Potency, µM (highest dose often 46.1 µM), for the others: at the highest dose activation, hits mostly activators; 380,000 compounds, 1.1% hits; further: potency means the concentration at half of the fitted maximal effect; nearly all actives have a fitted effect of over 80% in size; some results filed as inactive show a strong effect at the top dose
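Luminescence from a BRCA1-driven firefly luciferase in MCF7 cells was read after 48 h compound exposure at 37 C. Data normalized against DMSO and a 10microM genistein activation control, then curve-fitted across the titration.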
B2AR arrestin: agonists driving beta-arrestin recruitment to human beta2-adrenergic receptor; beta-arrestin recruitment to beta2AR, cell-based reporter; Potency, µM (doses to about 46.1 µM), for inactives: top-dose activation, hits mostly activators; 330,000 compounds, 0.02% hits; P07550; AID 492947;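 further: potency means the concentration at half of the fitted maximal effect; 0% = DMSO controls and full agonism = EC100 isoproterenol or metaproterenol; nearly all actives have a fitted effect of over 65% in size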
Target sequence (P07550 whole entry, looked up): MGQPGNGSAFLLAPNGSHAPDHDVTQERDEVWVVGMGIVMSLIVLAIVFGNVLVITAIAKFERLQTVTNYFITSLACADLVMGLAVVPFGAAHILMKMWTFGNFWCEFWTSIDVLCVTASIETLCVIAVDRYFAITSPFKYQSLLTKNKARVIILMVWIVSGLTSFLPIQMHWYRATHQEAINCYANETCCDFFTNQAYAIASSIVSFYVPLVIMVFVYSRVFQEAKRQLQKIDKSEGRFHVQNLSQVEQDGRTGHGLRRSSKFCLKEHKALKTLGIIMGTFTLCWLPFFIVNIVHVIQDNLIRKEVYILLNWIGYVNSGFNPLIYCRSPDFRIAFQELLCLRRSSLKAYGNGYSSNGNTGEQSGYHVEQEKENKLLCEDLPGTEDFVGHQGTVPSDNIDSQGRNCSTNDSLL
Integrin act MD: activates integrin-mediated alleviation for muscular dystrophy; 350,000 compounds, 0.064% hits; alpha7betagal myoblasts, beta-gal FDG fluorescence, 48 h; Potency, µM (titrated, usually from 38.3 µM), without a hit: top-dose activation, most hits filed as activators;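 further: potency means the concentration at half of the fitted maximal effect; 100% = response of the positive control SU9516; nearly all actives have a fitted effect of over 60% in size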
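Alpha7betagal+/- myoblasts (passage 13) were plated 16-24 hr, then exposed to compounds (1:260 dilution of DMSO stock) for 48 hours at 37C. After MPER lysis, β-galactosidase reporter activity was read as FDG fluorescence (ex 480/em 540) after 30 minutes.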
TRPV1 ag: agonists of human vanilloid receptor 1 (TRPV1). Q8NER1. activation, % at 8.33 µM. 320,000 compounds, 0.19% hits. TRPV1-expressing cells, Fluo-8 calcium influx, agonist mode; in the data active means activation above about 80%; inconclusive means between about 30% and that limit; further: 0% is about no effect
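Cells expressing TRPV1 were dye-loaded with Fluo-8 and read kinetically: 10 s baseline, 3 min after compound (agonist portion), then 2 min after EC20 capsaicin (allosteric enhancer portion). Calcium-bound dye fluorescence at 480/520 nm.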
TCR act: T cell receptor activation. primary human leukocytes, anti-CD3, IL-2 HTRF, 48 h. Potency, µM (doses to about 9.22 µM), for the others: top-dose activation of IL-2 secretion, most hits filed as activators. 330,000 tested, under 10 active. AID 504894; further: % of control where 0% means no effect
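48 hr co-incubation of compounds, a-CD3 beads and primary human leukocytes; IL-2 quantified homogeneously by HTRF with anti-IL-2 K and d2 conjugates.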
An asterisk follows results filed as active; ? = inconclusive; / = not tested or not shown; [ ] = another dose, or the depositor's remark. Unless noted, the call rests on the fitted dose curve; in most records, active means well fitted curve in the direction sought with a large enough effect; inconclusive means small, poorly fitted or top-dose-only effect, or another doubt; inactive means no such curve, though single readings can be large; an effect the other way counts as inactive or inconclusive.

SMILES	ELG1 repair inh	PTAP TSG101 blk	MLL CXXC-DNA inh	A-T KAP1 phos	p53 reactivator	BRCA1 expr act	B2AR arrestin	Integrin act MD	TRPV1 ag	TCR act
Cc1noc(C)c1S(=O)(=O)N1CCCN(C(=O)/C=C/c2ccccc2F)CC1	3%	-4%	/	4%	-3%	-7%	-0.2%	0%	12	-12%
COc1ccc(N(CC(=O)Nc2ccc(C)c(C)c2)C2=NC3CS(=O)(=O)CC3S2)cc1 (stereo not given)	12%	-3%	/	7%	8%	2%	0.1%	-12%	-3	0%
COc1ccccc1N1CCN(CC(=O)Nc2ccc(C)c(F)c2)CC1	?	-2%	-4%	5%	-13%	-21%	-0.5%	-2%	-2	1%
Cc1ccc(OCCN(C)C(=O)C2CCC(=O)N(CCCN3CCOCC3)C2)cc1 (stereo not given)	13%	-8%	2%	8%	7%	3%	0.4%	38%	-6	-2%
Cc1cc2cc(CNC(=S)NCc3ccccc3)ccc2n1C	-7%	-1%	-3%	0%	-2%	0%	0.2%	8%	?	2%
COc1cc(C(=O)Nc2ccccc2SCc2cc(=O)n3nc(C)sc3n2)cc(OC)c1OC	6%	-3%	-1%	-12%	6%	-13%	0.2%	-21%	2	-4%
CC(Oc1ccc(Cl)cc1Cl)c1ccn[nH]1 (stereo not given)	9%	1%	-1%	2%	8%	18%	-0.1%	9%	12	-2%
COc1ccccc1N1CCN(C(=O)c2ccccc2NC(=O)C2CCCCC2C(=O)O)CC1 (stereo not given)	-1%	0%	-2%	/	5%	-19%	-0.9%	9%	-1	0%[46.1 µM]
N#Cc1ccccc1OCC(=O)OCC(=O)c1ccc2c(c1)NC(=O)CO2	0%	-10%	-2%	4%	-1%	-17%	0.0%	11%	-1	-5%
COc1ccc(N(CC(=O)NCCSc2ccccc2)S(=O)(=O)c2ccccc2)c(OC)c1	21µM*	-1%	/	12%	-7%	-70%	0.4%	37%	/	7%[46.1 µM]
O=C(CCCCl)Nc1c2c(nn1-c1ccccc1)CSC2	6%	-3%	-2%	-2%	5%	11%	0.2%	-3%	1	-3%
COc1cccc(CNC(=O)c2c(C)nn(-c3ccccc3)c2C)c1	?	-8%	1%	-4%	-4%	55%	0.1%	-8%	4	7%
O=C1N(CN2CCOCC2)c2ccccc2C12OCC(CCl)O2 (stereo not given)	-7%	-3%	1%	4%	0%	-15%	-0.4%	-1%	2	-1%
O=C(Cc1ccccc1)N/N=C/c1ccccc1Cl	?	0%	-2%	7%	15%	26%	-0.5%	19%	?	-1%
O=C(COC(=O)Cc1n[nH]c(=O)c2ccccc12)NNC(=O)c1ccc(Br)cc1	4%	0%	/	12%	-1%	-3%	-0.4%	9%	/	9%

Next section, starting with the last 2 of the part before.
SMILES	ELG1 repair inh	PTAP TSG101 blk	MLL CXXC-DNA inh	A-T KAP1 phos	p53 reactivator	BRCA1 expr act	B2AR arrestin	Integrin act MD	TRPV1 ag	TCR act
O=C(Cc1ccccc1)N/N=C/c1ccccc1Cl	?	0%	-2%	7%	15%	26%	-0.5%	19%	?	-1%
O=C(COC(=O)Cc1n[nH]c(=O)c2ccccc12)NNC(=O)c1ccc(Br)cc1	4%	0%	/	12%	-1%	-3%	-0.4%	9%	/	9%
COC(=O)c1ccc(Oc2nc(N(C)C)nc(N3CCOCC3)n2)cc1	?	-3%	-4%	13%	-1%	-24%	0.1%	7%	9	1%
COc1ccc(C2CC(=O)N(C)c3ccccc3S2)cc1OC (stereo not given)	?	-2%	0%	5%	5%	0%	0.2%	24%	9	-6%
O=C(O)C1C2C=CC(CC2)C1C(=O)O (stereo not given)	12%	-11%	-22%	/	-3%	41%	0.1%	14%	-7	/
C(COC1CC2CC1C1C2CC2OC21)OC1CC2CC1C1C2CC2OC21 (stereo not given)	/	-1%	/	/	/	3%	/	19%	/	2%
CCN(CC)C(=S)SCC(=O)c1ccccc1	?	-4%	-9%	1%	6%	7.9µM*	0.4%	17%	4	0%
CC(C)CCN(CC(=O)NCc1ccc(F)cc1)S(=O)(=O)c1ccccc1F	-14%	-7%	9%	3%	0%	-20%	0.5%	?	?	0%
CCCCCSc1nnc(N)s1	?	-6%	0%	4%	1%	28%	-0.5%	4%	-5	3%
CCC(=O)N1CCN(c2cc(N3CCCC3)c(F)cc2[N+](=O)[O-])CC1	/	-4%	/	/	/	-33%	/	-35%	/	-2%
Cc1ccc(S(=O)(=O)CCC(=O)Nc2cc(Cl)ccc2-n2cncn2)cc1	4%	-4%	/	0%	1%	-21%	-0.1%	-22%	-2	-3%
C=CC(O)Cc1c(C)n[nH]c1C (stereo not given)	2%	-6%	-1%	-3%	1%	4%	-0.6%	8%	0	1%
Cc1ccc(NC(=O)c2cccs2)cc1[N+](=O)[O-]	?	-4%	3%	-1%	9%	-12%	3.3%	16%	?	-2%
Nc1nn(-c2cccc(F)n2)cc1-c1ccccc1	?	-1%	1%	1%	?	?	0.5%	11%	20	4%
Cc1ccc(-n2c(Cc3cccn3C)nnc2SCC(=O)NCc2ccco2)cc1	-5%	-1%	-5%	-14%	-4%	3%	1.4%	16%	3	3%
O=C(CCC(=O)OCC(=O)c1cccc([N+](=O)[O-])c1)Nc1cccc(Cl)c1Cl	?	-1%	-16%	-1%	0%	-4%	0.6%	13%	-2	-6%
COc1ccc(CN2C(=O)CNC2=S)cc1	2%	-2%	3%	-11%	-3%	3%	0.3%	25%	-2	2%
CCOc1ccc(/C=C2\SC(=S)N(CCC(=O)Nc3ccc(C(=O)O)cc3)C2=O)cc1	?	-7%	-8%	3%	/	-60%	10.0%	14%	6	-4%
CCN1C(=O)C2(C(C#N)=C(N)Oc3cc(C)oc(=O)c32)c2ccccc21 (stereo not given)	6%	-8%	2%	1%	-2%	12%	-0.3%	17%	1	-4%
COc1cccc(-n2ccnc2SCC(=O)Nc2ccccc2F)c1	?	-2%	-8%	3%	5%	-5%	0.2%	2%	-6	-16%
CC(=O)Oc1ccc(C(=O)NCCc2ccccc2)cc1	?	-2%	22%	-2%	13%	0%	0.2%	-7%	?	23%
N#Cc1c2c(c(Nc3ccc(O)cc3)n3c1nc1ccccc13)CCC2	-20%	3%	20%	6%	-6%	-31%	-1.0%	-24%	-2	-9%[46.1 µM]
COCCNC(=O)c1onc(CSc2ccccn2)c1C(=O)NCCOC	/	0%	/	/	/	-5%	/	26%	/	-5%
Nc1nc(SCC(=O)Nc2ccccc2Oc2ccccc2)n[nH]1	-8%	-6%	4%	6%	-9%	-3%	0.1%	10%	8	1%[46.1 µM]
CC1(C)CC(=O)CC(C)(C)N1OC(=O)c1ccncc1	9%	/	-3%	5%	1%	4%	2.7%	5%	0	/
CCOC(=O)c1cccc(NC(=O)CCNS(=O)(=O)c2ccc3c(c2)CCN3C(=O)CC)c1	?	-2%	3%	-4%	-5%	-24%	-0.5%	11%	1	-20%
COc1cccc(S(=O)(=O)c2nc(C)c3c(n2)CCC3)c1	0%	-2%	-3%	1%	0%	1%	0.3%	?	2	1%
C=CCS/C(=N\n1cnc2ccccc2c1=O)N(CC)CC	16%	2%	7%	-3%	1%	11%	-0.8%	-13%	-2	0%
COC(=O)CCC/C=C1/SCC(NC(=O)c2ccccc2)C1=O (stereo not given)	20%	-1%	1%	/	11%	8%	-0.6%	0%	-5	3%
O=C1CC(c2ccccc2)=NN1c1ccccc1	/	-1%	/	/	/	-71%	/	?	/	-5%
COC(=O)c1cn(NC(=O)Cc2c(F)cccc2Cl)c(=O)c2ccccc12	-7%	-5%	10%	2%	-6%	-4%	0.1%	17%	4	/
CC1=NN(C(=O)Cn2nc([N+](=O)[O-])cc2C)C(O)(C(F)(F)F)C1 (stereo not given)	-2%	1%	11%	-4%	6%	-8%	-0.2%	11%	0	8%[46.1 µM]
CCC(CO)n1c(SCc2cc(=O)oc3cc(C)ccc23)nc2ccccc2c1=O (stereo not given)	?	-3%	-1%	-1%	6%	17%	1.8%	-15%	17	/
COC(=O)CCC(=O)OC1(C)C(=O)C=C2C=C3CCCN3C=C2C1=O (stereo not given)	-1%	-1%	2%	-29%	0%	13%	-0.4%	15%	-1	3%
O=C1C=C(C2CCCCC2)C(=O)c2ccccc21	/	0%	/	/	/	-18%	/	-17%	/	-2%
CC(C)(C)/C(O)=C(/C#N)c1nc2ccccc2[nH]1	23µM*	-4%	-14%	/	7%	-52%	-0.4%	7%[7.66 µM]	?	1%
Cc1cc2ccccc2nc1Br	7%	-5%	4%	5%	6%	-3%	1.0%	1%	-4	1%[46.1 µM]
Cc1ccc(NC(=S)NCc2ccc(S(N)(=O)=O)cc2)cc1Cl	-8%	0%	6%	12%	-2%	-7%	-1.1%	-16%	19	-6%
COc1ccccc1S(=O)(=O)c1ccccc1[N+](=O)[O-]	-17%	2%	-6%	0%	0%	15%	-0.5%	-26%	3	-1%[46.1 µM]
